Neddylation inh = inhibitors of human cullin neddylation. P61081+Q13564. actives 0.58% (n = 360,000). calls only at 25 µM. TR-FRET cullin neddylation, biochemical; in the data active = inhibition above about 36%
Target sequence (P61081 whole entry, looked up): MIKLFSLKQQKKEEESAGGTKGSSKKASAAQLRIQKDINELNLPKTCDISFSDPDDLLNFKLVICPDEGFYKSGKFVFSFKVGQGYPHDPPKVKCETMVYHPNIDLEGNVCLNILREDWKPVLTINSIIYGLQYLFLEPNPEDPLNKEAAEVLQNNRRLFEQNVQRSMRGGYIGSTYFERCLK
Target sequence (Q13564 whole entry, looked up): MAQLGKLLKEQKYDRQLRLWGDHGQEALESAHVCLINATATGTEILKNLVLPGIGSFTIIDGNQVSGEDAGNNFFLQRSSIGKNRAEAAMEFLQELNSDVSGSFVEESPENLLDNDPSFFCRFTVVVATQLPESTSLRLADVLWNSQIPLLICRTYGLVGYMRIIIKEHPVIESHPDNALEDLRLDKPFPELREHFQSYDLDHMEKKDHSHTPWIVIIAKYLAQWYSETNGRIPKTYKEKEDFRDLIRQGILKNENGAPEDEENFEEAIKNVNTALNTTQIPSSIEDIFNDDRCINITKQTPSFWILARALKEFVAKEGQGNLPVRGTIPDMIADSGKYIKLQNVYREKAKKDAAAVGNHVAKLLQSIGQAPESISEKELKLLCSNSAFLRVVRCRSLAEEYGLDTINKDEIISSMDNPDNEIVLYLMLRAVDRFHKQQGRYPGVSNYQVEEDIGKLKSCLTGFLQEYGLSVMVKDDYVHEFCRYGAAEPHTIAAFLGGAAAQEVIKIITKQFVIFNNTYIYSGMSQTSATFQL
NadD block = inhibitors of Staphylococcus aureus NadD | purified NadD enzyme, colorimetric absorbance read-out | inhibition, % at 20 µM | actives 0.78% (n = 360,000); in the data active = inhibition above about 26%; note: some compounds past the cut are filed as inactive
DNMT1 inh = blocks human DNA methyltransferase DNMT1; inhibition (reported as % activation of signal), % at 10 µM; actives 0.83% (n = 360,000); DNMT1 molecular beacon, Hinp1I cleavage, fluorescence; P26358; in the data active = inhibition above about 50%
TbMetRS inhib = blocks T. brucei methionyl-tRNA synthetase activity | actives 0.4% (n = 360,000) | purified T. brucei MetRS, ATP depletion, Kinase-Glo luminescence | inhibition, % at 11.9 µM;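 active = inhibition above a per-plate cutoff of the control wells' mean inhibition plus 3 SD, cut at about 5.5% in these data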;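 note: 0% = DMSO wells median and 100% = median of wells with control inhibitor compound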
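assay system = parasite MetRS enzyme | timing = 15 min preincubation, 2 h reaction, all 25 °C | evaluation = percent inhibition relative to median high and low control wells | medium = HEPES buffer containing pyrophosphatase, BSA, spermine, DTT | compound = single dose, 11.9 µM final nominal, 0.9% final DMSO | detection = Kinase-Glo luminescence, ATP depletion format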
NRP1-CendR mod = NRP-1/CendR interaction modulation; FAM-RPARPAR peptide binding to NRP-1, fluorescence polarization; O14786; actives 0.85% (n = 360,000); AID 602438; inhibition, % at 25 µM;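 active = inhibition or corrected inhibition above about 18%, plus a signal ratio from 0.5 to 1.5, limit read from the data, passing the limit was not always enough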; note: strong numbers were not always called active
STEP inh = STEP (human) phosphatase inhibition | inhibition, % at 20 µM | P54829 | actives 0.25% (n = 360,000) | recombinant STEP, OMFP fluorogenic substrate, fluorescence;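 active = inhibition at 20 µM, scaled per plate between control wells, above about 37%, limit read from the data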;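 note: 0% = DMSO with enzyme and substrate and 100% = substrate only without enzyme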
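System: isolated STEP enzyme; schedule: 20 min enzyme reaction at room temperature, protected from light; medium: Bis-Tris buffer pH 6.0, 2.5 mM DTT, 0.005% Tween 20; signal: fluorescence, 480/540 nm; dosing: single compound dose of 20 µM, 1% DMSO final; also added: OMFP substrate, 25 µM final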
Scp1 inh = Scp-1 (human) phosphatase inhibition. Recombinant Scp1, phosphopeptide, malachite green phosphate absorbance. inhibition, % at 20 µM. Q9GZU7. AID 493091. actives 0.88% (n = 340,000);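 active = inhibition above about 50% at 20 µM, limit read from the data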;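 note: plate controls were DMSO wells with enzyme for no effect and wells lacking enzyme for full effect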
Target sequence (Q9GZU7 76-261 limits assumed): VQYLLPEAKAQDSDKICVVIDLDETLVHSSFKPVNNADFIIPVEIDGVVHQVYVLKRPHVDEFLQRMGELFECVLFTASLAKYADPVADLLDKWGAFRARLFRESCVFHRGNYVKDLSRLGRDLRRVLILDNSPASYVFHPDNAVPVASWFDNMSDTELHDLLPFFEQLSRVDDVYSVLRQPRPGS
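Test system: SCP-1 phosphatase catalytic domain, residues 76-261; measured by: colorimetric phosphate reagent with accelerator and stabiliser, absorbance at 630 nm; timing: enzyme reaction 45 min at room temperature, colour 5 min, stabilisation 30 min; also added: Phosphorylated 17-residue peptide substrate; compound dosing: one concentration, 20 µM, with 1.0% DMSO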
SKN-1 block = inhibitors of C. elegans SKN-1. C. elegans VP596 Pgst-4::GFP/RFP ratio, acrylamide-induced, 24 h. inhibition, % at 21.8 µM. actives 0.49% (n = 360,000);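 active = interference check ratio from 0.5 to 1.5 plus GFP to RFP signal ratio inhibition reaching or exceeding a fixed threshold, cut at about 30% in these data, passing the limit was not always enough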; note: some compounds called inactive have numbers as strong as hits
LMPTP block = LMPTP (human) inhibition; P24666; recombinant LMPTP-A, OMFP fluorogenic substrate, fluorescence intensity; inhibition, % at 20 µM; actives 0.22% (n = 360,000); AID 651560;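 active = compounds that cut the enzyme signal by at least half of the control window in the single-dose screen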;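 note: plate controls were DMSO wells with enzyme plus substrate for no effect and substrate without enzyme for full effect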
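Assay system: LMPTP-A phosphatase enzyme | Input: 0.625 nM enzyme | Also added: Fluorogenic phosphatase substrate OMFP at 400 µM final | Compound dosing: One test concentration per compound, 20 µM, with 3% DMSO overall | Schedule: 50 min enzyme reaction at room temperature, protected from light | Signal: Fluorescence intensity | Benchmarks: no-enzyme and uninhibited controls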
SUMO1 PPI mod = alters human SUMO1 binding to SIM partners. P63165. SUMO1 binding to a labelled peptide, TR-FRET, 1 h. inhibition, % at 20 µM. actives 0.33% (n = 360,000). AID 602429; in the data active = inhibition above about 37%
Target sequence (P63165 whole entry, looked up): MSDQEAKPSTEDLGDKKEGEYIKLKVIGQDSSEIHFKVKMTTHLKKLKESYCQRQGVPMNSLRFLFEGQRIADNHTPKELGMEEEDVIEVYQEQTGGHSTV
Numbers without * were called inactive; i = inactive; . = not tested or not shown; + = active, no number; & = joins results of further samples.

Neddylation inh	NadD block	DNMT1 inh	SMILES	TbMetRS inhib	NRP1-CendR mod	STEP inh	Scp1 inh	SKN-1 block	LMPTP block	SUMO1 PPI mod
i	3	4	O=C(c1ccco1)N1CCN(C(=O)c2cc(-c3ccccn3)nc3ccccc23)CC1	-0.4	-1	-6	-5	-10	-1.0	-4
i	-1	0	CCOC(=O)N1CCN(C(=O)CSc2ccc(C(=O)OC)cc2[N+](=O)[O-])CC1	-0.7	-3	2	-10	2	-0.2	-31
i	2	1	Cc1ccnc(NC(=O)CC(c2ccccc2)c2ccccc2)n1	0.0	0	2	-1	-4	0.0	-3
i	2	.	COc1cccc(Cn2cnc(-c3ccccc3OC)c2-c2cccs2)c1	-1.1	-6	.	.	-20	0.3	4
i	-4	30	CCCS(=O)(=O)N1CCN(c2ccccn2)CC1	0.9	-3	1	-2	5	-1.3	-3
.	28	14	O=C(Nc1ccc(-c2nc3ccc(NC(=O)c4cccs4)cc3[nH]2)cc1)c1cccs1	-0.2	0	42*	11	4	6.7	82*
i	1	-2	COc1ccccc1C(=O)C1CCCN(C(=O)CN2CCCCC2=O)C1 (stereo unspecified)	-0.3	-10	-2	-7	12	-1.6	0
i	-3	1	COc1ccc(C(C#N)N2N=C(C)CC2c2ccccc2)cc1OC (stereo unspecified)	-2.4	5	0	3	0	-0.7	3
i	9	7	CCCCOC(=O)C1[C@H]2C(=O)N(CCc3ccccc3)C[C@]23C=C[C@H]1O3 (stereo partly specified)	-1.7	2	0	0	-13	-0.9	-7
i	-7	.	CCCN(C)C1CN(Cc2cn(Cc3cc(C)cc(C)c3)nn2)S(=O)(=O)C1 (stereo unspecified)	-0.7	3	.	.	10	0.3	4
i	8	-9	CCN(CC)c1ccc(NC(=O)c2ccccc2F)cc1S(=O)(=O)Nc1ccccc1OC	-1.4	-8	10	4	11	1.0	2
i	1	6	Nc1ccc(Cl)cc1C(=O)c1ccc[nH]1	-0.3	-4	-4	.	26	-1.2	-7
i	-4	-1	O=C(CCC1CCN(C(=O)c2cccc(Cl)c2F)CC1)Nc1ccccc1	-0.3	-16	-3	-9	3	0.6	6
i	3	53*	O=C(O)C1C2C=CC(O2)C1C(=O)NCCC1=CCCCC1 (stereo unspecified)	0.8	-32	7	38	1	-1.7	4
i	7	-8	c1ccc(-c2csc(Nc3nc(N4CCOCC4)nc(N4CCOCC4)n3)n2)cc1	-1.0	6	4	-6	7	1.8	-1
i	-3	4	CCOC(=O)C1(Cc2cccc(OC)c2)CCCN(C(=O)CSC)C1 (stereo unspecified)	-0.8	14	-3	5	29	-2.8	7
i	-8	4	O=C(NCc1ccc2c(c1)OCO2)C(=O)Nc1ccccc1	-1.0	5	-1	-5	2	0.9	-2
i	-6	1	CCCCNC(=O)C(=O)NCCCn1ccnc1	-0.8	7	-1	-12	0	-5.3	-6
i	19	5	C=CCn1c(SCC(=O)Nc2ncc(Cc3ccc(Br)cc3)s2)nnc1-c1ccncc1	-0.7	23*	1	-5	9	1.5	-3
i	-4&2	1&1	CCSc1nc2ccccc2[nH]1	-1.0&-1.4	-2&2	1&0	1&2	-1&16	-0.5&-1.5	0&-2
i	6	-4	CSC1=N/C(=C/c2cccnc2)C(=O)N1Cc1ccc(Cl)cc1	-0.8	-14	3	6	6	1.7	-9
i	-2	-1	NS(=O)(=O)c1ccc(NC(=O)COC(=O)C2CC2)cc1	-0.3	1	-1	-7	16	-4.4	4
i	-15	14	Cc1cc(Cl)ccc1C1=CC(=O)C[C@H](c2ccc(F)cc2)C1	0.2	2	3	-11	1	3.8	-5
i	-2	1	Nc1ccn(Cc2cccc(F)c2)n1	-0.7	-5	-4	-8	13	-0.6	-3
i	.	.	Cc1ccc(S(=O)(=O)N2[C@H](CC(=O)c3ccc(Cl)c(Cl)c3)OC[C@@H]2C(C)C)cc1	-1.1	-1	.	.	5	0.6	-3

As a short view, part of the list above.
Neddylation inh	NadD block	DNMT1 inh	SMILES	TbMetRS inhib	NRP1-CendR mod	STEP inh	Scp1 inh	SKN-1 block	LMPTP block	SUMO1 PPI mod
i	3	4	O=C(c1ccco1)N1CCN(C(=O)c2cc(-c3ccccn3)nc3ccccc23)CC1	-0.4	-1	-6	-5	-10	-1.0	-4
i	-1	0	CCOC(=O)N1CCN(C(=O)CSc2ccc(C(=O)OC)cc2[N+](=O)[O-])CC1	-0.7	-3	2	-10	2	-0.2	-31
i	2	1	Cc1ccnc(NC(=O)CC(c2ccccc2)c2ccccc2)n1	0.0	0	2	-1	-4	0.0	-3
i	2	.	COc1cccc(Cn2cnc(-c3ccccc3OC)c2-c2cccs2)c1	-1.1	-6	.	.	-20	0.3	4

(further entries)
Neddylation inh	NadD block	DNMT1 inh	SMILES	TbMetRS inhib	NRP1-CendR mod	STEP inh	Scp1 inh	SKN-1 block	LMPTP block	SUMO1 PPI mod
i	-1	0	Cc1n[nH]c(C)c1S(=O)(=O)N1CCC(C(=O)Nc2cccc(F)c2)CC1	-0.8	5	-2	1	-7	-2.8	0
.	-6	2	O=C(Nc1ccc(-c2nc3ccccc3o2)cc1)C1CCCO1 (stereo unspecified)	-0.8	3	-3	-1	13	-0.5	0
i	-5	-2	CCOC(=O)c1ccc(CSc2n[nH]c(C)n2)o1	-1.0	1	-4	0	-20	-1.1	-4
i	11	-15	O=C(Nc1nnc(-c2cc(Cl)ccc2Cl)o1)C1=COCCO1	-0.4	9	2	-7	33	-0.5	4
i	0	5	Cc1cccc(NC(=O)CCS(=O)(=O)c2ccccc2)n1	-0.6	8	2	4	2	-0.6	4
i	-3	3	COc1ccc(C2CC(Cn3cc(C#N)c(=O)n(C)c3=O)ON2C)cc1 (stereo unspecified)	-0.2	-1	0	-2	-6	0.5	-1
i	1	-2	CCCCC(=O)NC(c1cccc([N+](=O)[O-])c1)c1ccc2cccnc2c1O (stereo unspecified)	-1.6	6	0	-9	5	3.2	-9
i	0	0	COc1ccc(CCNC(=O)CSc2nnc(Cn3c(=O)sc4ccccc43)n2C)cc1OC	-0.3	9	2	-6	-9	-0.9	0
i	19	-2	Cc1ccc2cc(C3C(C#N)=C(N)Oc4c3ccc3cccnc43)c(=O)[nH]c2c1 (stereo unspecified)	-0.2	-28	3	-6	-1	9.0	-13
i	3	-2	C/C(=C\C(=O)C(F)(F)F)Nc1ccc(C(F)(F)F)cc1	0.0	-2	0	-2	6	-1.2	-2
i	-4	0	CC1CCCC(N2CCN(S(=O)(=O)c3ccccc3)CC2)C1 (stereo unspecified)	0.5	-2	0	-8	11	-1.9	1
i	-2	0	CSCCC(Nc1nc2ccccc2s1)C(=O)O (stereo unspecified)	-0.3	-8	-4	-3	8	-0.4	1
i	-3	33	COc1cccc2sc(N3CCN(c4nc5ccccc5s4)CC3)nc12	-0.2	0	0	-8	8	1.8	0
i	-3	-1	Cc1ccc(Cl)cc1NS(=O)(=O)c1ccccc1	-0.1	-59	0	-10	6	0.1	0
i	2	-2	Cc1ccccc1Nc1c(N)c(=O)oc2ccccc12	0.3	0	-1	3	-17	-0.4	-14
i	18	6	Cc1ccc(O)c(C(=O)c2cnc3c(c2)CN(CCC(C)C)C(=O)N3)c1	-0.3	3	2	-1	10	-2.3	-2
i	8	31	Cc1cc(C)nc(NS(=O)(=O)c2ccc(-n3cccc3)cc2)n1	-0.3	-8	0	-10	12	-0.2	9
i	3	2	Cc1cccc2c1N(CCCOc1ccccc1)C(=O)C2=O	-1.8	14	-1	8	4	-0.1	-19
i	-5	-10	O=C(Nc1ccc2c(c1)OCO2)C1CCN(Cc2cnn(-c3ccccc3)c2-n2cccc2)CC1	-0.2	-5	5	-2	14	1.3	1
i	1	2	CN(CC(=O)NC1CCCc2ccccc21)S(=O)(=O)c1cccs1 (stereo unspecified)	-0.8	2	0	0	-13	-0.8	2
i	-4	-4	O=C(O)c1cc(NC(=O)c2ccc(Cl)c([N+](=O)[O-])c2)cc(C(=O)O)c1	0.4	2	-2	-1	6	0.0	-20
i	-12	-7	Oc1ccc2ccccc2c1C=Nc1ccccc1	0.2	47	0	-2	-25	-0.7	-17
i	2	1	Cc1ccc(S(=O)(=O)N2[C@@H](c3cccc(Cl)c3)C(C(=O)O)=CC[C@H]2c2ccc3c(c2)OCO3)cc1	0.1	-2	0	-5	11	-0.4	7
i	14	-3	CCN(Cc1ccccc1)S(=O)(=O)c1ccc(C(=O)Nc2nnc(C3CC3)o2)cc1	0.2	-10	5	6	-2	0.5	-2
i	-7	-1	Cc1cccc(N(CC(=O)NC2CCCCC2)C(=O)c2ccc(C)s2)c1	-0.8	9	-2	-5	9	-0.5	-1

The results go on:
Neddylation inh	NadD block	DNMT1 inh	SMILES	TbMetRS inhib	NRP1-CendR mod	STEP inh	Scp1 inh	SKN-1 block	LMPTP block	SUMO1 PPI mod
i	4	2	O=C(Cn1nc(-c2ccc(Cl)cc2)ccc1=O)NCC1CCCO1 (stereo unspecified)	0.8	2	1	-15	7	0.7	-8
i	-2	-5	O=C(CN1CCCCC1)Nc1ccc(NC(=O)c2ccccc2Cl)cc1Cl	-0.8	9	0	1	-1	-0.8	-3
i	0	4	Cn1c(-c2cccc(Br)c2)n[nH]c1=O	-1.6	4	-1	-3	-2	4.8	1
i	0	-2	CN1CCN(/C=C(\C#N)S(=O)(=O)c2ccc(Cl)cc2)CC1	0.3	-3	6	-10	-9	-2.2	4
+	-5	0	CNC(=O)c1c(NC(=O)c2cccc(C)c2)sc2c1CCC2	-0.3	3	0	-7	30	4.4	-3
i	7	2	CCSc1cnc(-c2ccccc2)n1CC	-1.7	-6	-3	-3	5	-2.1	10
i	-1	-2	Cc1ccc(CNS(=O)(=O)c2ccc3c(c2)n(C)c(=O)n3C)cc1	-0.3	14	0	-6	18	-0.8	-1
i	-3	2	Cn1cc(C(=O)NCCO)c(=O)c2ccccc21	-0.1	-6	-5	-9	-3	-1.6	-1
i	1	4	Cc1ccc(CNC(=O)CC(C)S(=O)(=O)c2ccc3c(c2)NC(=O)CS3)o1 (stereo unspecified)	-0.7	-69	-5	6	-19	-1.0	5
i	4	-1	Cc1ccc2nc(-c3ccccc3)c(CC(=O)O)c(C(=O)O)c2c1	0.2	-8	1	-6	-3	-0.6	11
i	-11	2	Cc1cc(C(=O)NCCCN2CCCC2=O)cs1	-0.7	10	-3	0	-20	-2.3	-13
i	8	1	Cc1ccc(C)c(NC(=S)N(Cc2cccc(Br)c2)CC2CCC(C(=O)O)CC2)c1 (stereo unspecified)	0.4	15	1	-9	-2	0.2	1
.	-6	1	O=S(=O)(c1cccc(-c2cn3cccnc3n2)c1)N1CCOCC1	-0.2	-2	0	0	17	-0.3	0
i	4	-3	COc1ccc(OC)c(C2C(C(=O)c3ccco3)=C(O)C(=O)N2Cc2cccnc2)c1 (stereo unspecified)	-0.3	16	1	-5	-2	-0.7	1

Compound activity from PubChem BioAssay.
